# LDHA inh: inhibitors of human lactate dehydrogenase A | hit rate 0.15% among 480,000 | activity change, % (values are at about 110 or 230 µM) | purified LDHA, NADH/diaphorase-resazurin fluorescence; active compounds read low; in the data active = activity change below about -30%; inconclusive = mostly about -25% to -30%;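 also: plate controls were DMSO wells for no effect and wells without enzyme for full effect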
#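 Remaining NADH was detected by diaphorase (0.133 mg/mL) converting 37 µM resazurin to fluorescent resorufin, read at 0 and 20 minutes. The preceding 5-minute room-temperature reaction used 2 nM LDHA, 0.2 mM sodium pyruvate and 0.06 mM NADH at pH 7.4.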
# ALOX12 inh: ALOX12 (human) lipoxygenase inhibition. P18054. purified 12hLO, xylenol orange hydroperoxide absorbance. Potency, µM (titrated, usually from 108 µM), for the others: at the top dose activity change, negative = inhibition, hits mostly inhibitors. hit rate 1.1% among 580,000. AID 1671190; active = well fitted inhibition curve with a large enough effect; inconclusive = small, poorly fitted or top-dose-only effect, or another doubt; inactive = no such curve, though single readings can be large or run the other way; also: potency is read from the fitted curve at half-maximal effect
# Target sequence (P18054 whole entry, looked up): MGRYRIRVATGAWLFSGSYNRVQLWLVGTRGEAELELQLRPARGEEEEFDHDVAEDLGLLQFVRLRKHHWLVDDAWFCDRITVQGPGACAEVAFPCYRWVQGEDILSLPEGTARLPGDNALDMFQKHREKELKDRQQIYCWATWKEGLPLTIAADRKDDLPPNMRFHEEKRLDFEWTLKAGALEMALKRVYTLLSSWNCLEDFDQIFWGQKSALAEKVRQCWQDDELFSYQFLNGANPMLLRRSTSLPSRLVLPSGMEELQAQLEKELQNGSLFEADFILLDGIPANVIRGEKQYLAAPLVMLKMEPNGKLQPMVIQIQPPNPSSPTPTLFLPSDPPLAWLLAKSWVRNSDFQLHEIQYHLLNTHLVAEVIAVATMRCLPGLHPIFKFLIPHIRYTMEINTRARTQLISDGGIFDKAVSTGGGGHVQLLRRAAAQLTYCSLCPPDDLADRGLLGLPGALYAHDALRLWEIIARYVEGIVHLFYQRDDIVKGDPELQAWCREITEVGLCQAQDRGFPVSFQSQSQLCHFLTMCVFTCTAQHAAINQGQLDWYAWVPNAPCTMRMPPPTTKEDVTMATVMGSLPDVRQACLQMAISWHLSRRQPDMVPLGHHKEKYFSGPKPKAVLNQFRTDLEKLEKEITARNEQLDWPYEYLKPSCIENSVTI
#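 Purified human 12hLO (150 nM final) in 25 mM Hepes, 0.01% Triton X-100, pH 7.0 was preincubated 15 min at room temperature with compound. Then 40 uM arachidonic acid was added, 30 min. Hydroperoxide was read by Fe-XO absorbance ratio 573/405 nm.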
# Numbers without * were called inactive; ? = inconclusive; [ ] = remark or other dose. Unless noted, % is scaled to controls: 0 for no effect and ±100 for the full control effect. These rows are one share of the data; count on the stated rates, not on these rows.
LDHA inh	ALOX12 inh	canonical_smiles
8.6	-9.3%	CC(C)CN1C(=O)CN(S(C)(=O)=O)CC1(C)C(=O)Nc1ccc2c(c1)OCCO2 (stereo unspecified)
1.8	-8.8%	CC1CCCN(c2nc3c(c(=O)n(C)c(=O)n3C)n2CC(=O)O)C1 (stereo unspecified)
-5.8	-0.6%	COc1cc(OC)c(NC(=O)CSCc2cc(=O)n3ccccc3n2)cc1Cl
-1.8	?	COc1ccc2cc([C@H](C)C(=O)NCCc3cccs3)ccc2c1
-17.7	?	Cc1cc(NC(=O)COC(=O)c2csc(NCc3ccccc3)n2)ccc1N1CCCC1
-3.4	-22.5%	Cc1ccc(NC(=O)N(C)C(c2ccc(Cl)cc2)c2nccn2C)cc1 (stereo unspecified)
-1.9	5.5%	CCNC(=O)CSc1cc(C)c2cc(C)cc(C)c2n1
2.0	?	CC(C)C[C@@H](COCc1ccc(Cl)cc1)N1CCN(C(=O)c2ccc(C(F)(F)F)cc2)CCC1=O
5.8	?	CCNc1nc(SCC(=O)NC(=O)NC(C)C)nc2ccccc12
4.1	38.5%	N#C/C(=C/c1ccc(OC(F)F)cc1)c1ccc(C(F)(F)F)cn1
10.9	16.4%	Fc1ccccc1CSc1ccc(-c2cccs2)nn1
-6.1	33.0%	O=C(NCCc1ccccc1)c1cc2ccccc2[nH]1
-4.3	8.4%	C=CCNC(=O)CCNC(=O)c1ccc(C(C)(C)C)cc1
-14.1	37.0%[activator]	CNC(=S)NNC(=O)c1ccc(C(C)C)cc1
-4.1	7.1%	Cc1ccc(CN(C(=O)CC23CC4CC(CC(O)(C4)C2)C3)C2CC2)o1
5.3	-2.4%	O=C(CSc1nc(-c2ccccc2)cc(=O)[nH]1)Nc1ccc(Cl)c(Cl)c1
0.8	8.4%	Cc1cccc(OC(=O)Cc2ccc3c(c2)OCCO3)c1
-0.6	14.1µM*	CCC(=O)Nc1ccc2nc(SCc3ccc(F)cc3)sc2c1
-4.4	-42.9%	CCCCNC(=O)C[C@@H]1C[C@@]2(C(=O)OC)CC(C)(C)CC=C2N(CCc2ccc(OC)c(OC)c2)C1=O
0.9	0.3%	COC(=O)[C@]12CCCCC=C1N(Cc1ccccc1)C(=O)[C@H](CC(=O)N1CCCC1)C2
-3.9	?	CCOc1ccc(S(=O)(=O)N2CCOCC2)cc1NC(=O)c1oc2ccccc2c1C
8.4	?	Cc1cc(C)c(NC(=O)CSC2=C(C#N)C(c3ccc(C)o3)C3=C(CCCC3=O)N2)c(C)c1 (stereo unspecified)
-9.4	-10.8%	CC(C)OC(=O)c1c(-c2ccc(Cl)c(Cl)c2)csc1NC(=O)CCC(=O)O
0.2	?	Cc1nnc(SCC(=O)N2CCN(c3ncccn3)CC2)n1C1CC1
2.4	20.0%	C#CCNC(=O)N1CCN(c2ccc(F)cc2)CC1

# (more compounds)
LDHA inh	ALOX12 inh	canonical_smiles
-10.6	-19.8%	COCCn1c2c(c(=O)[nH]c1=O)C(c1ccc(C(=O)O)cc1)C1=C(N2)c2ccccc2C1=O (stereo unspecified)
5.7	?	COc1ccc2nc(SCC(=O)Nc3ncccn3)[nH]c2c1
-0.5	0.3%	Cc1oc(-c2ccccc2)nc1CSc1nc2ncccc2[nH]1
-2.8	43.9%	O=c1c(Cl)c(N2CCN(c3ccccc3)CC2)cnn1-c1nc2ccccc2s1
1.7	?	COc1ccc(C)cc1NC(=O)c1cc2ccccc2cc1OCC(=O)Nc1ccc2c(c1)OCCO2
-10.1	?	CC(=O)NCC(=O)OCc1ccc(COC(=O)CNC(C)=O)cc1
-3.8	23.8%	NC(=O)c1ccc(S(=O)(=O)NCCc2ccc(-n3cccn3)cc2)cc1
-12.1	?	CCN(CC)S(=O)(=O)c1cc(C(=O)OCc2csc(-c3ccccc3)n2)ccc1Cl
4.6	0.8%	CCCn1nc(C(=O)Nc2ccc(Br)c(C(F)(F)F)c2)c2ccccc2c1=O
1.0	4.3%	CCc1ccc2oc(C(=O)NCC(c3cccs3)N3CCCCC3)cc(=O)c2c1 (stereo unspecified)
1.2	41.8%[activator]	CC(C)(C)NC(=O)CNC(=O)C1CCCN1S(=O)(=O)c1ccc(Cl)s1 (stereo unspecified)
4.9	-14.1%	O=C(c1cccc(Cl)c1)N1CCN(c2cn[nH]c(=O)c2Cl)CC1
-2.3	3.0%	Cn1c(SCc2cc(-c3cccs3)on2)nnc1-c1ccncc1
4.9	-35.0%	CC(C)c1ccc2oc(=O)cc(CN3CCN(c4ccccc4F)CC3)c2c1
3.8	?	COc1cc(C(C)=O)ccc1OCc1ccc(F)cc1Cl
6.9	?	CC1(C)CC(=O)C2=C(C1)OC(N)=C(C#N)C2c1ccc(F)cc1 (stereo unspecified)
-12.7	?	Cc1ccc(-n2ncc3c2NC(=O)CC32C(=O)N(CC(N)=O)c3ccccc32)cc1C (stereo unspecified)
5.9	?	NC(=O)c1cc(-c2csc(NC3CCCC3)n2)ccc1O
0.7	-21.4%	O=S(Cc1ccccc1)Cc1ccc(F)cc1Cl (stereo unspecified)
1.3	-2.9%	O=C(CN1C(=O)c2ccccc2S1(=O)=O)c1ccc(-c2ccc(Br)cc2)cc1
3.0	-27.5%	O=C(Nc1ccc2oc(-c3ccccc3F)nc2c1)c1ccccc1
-6.8	0.2%	O=C(NC1CCC(C(F)(F)F)CC1)c1ccsc1 (stereo unspecified)
9.3	-29.3%	CCC(CC)NC(=O)c1cccc(Cl)c1
-0.6	?	Cc1ccc2nc(SCC(=O)Nc3sc4c(c3C#N)CCC4)[nH]c2c1
-0.2	-43.9%	CC(NC(=O)Cc1ccc(Br)cc1)C1CC2CCC1C2 (stereo unspecified)

# 3 entries already listed, sorted by their value in LDHA inh, lowest first.
LDHA inh	ALOX12 inh	canonical_smiles
-17.7	?	Cc1cc(NC(=O)COC(=O)c2csc(NCc3ccccc3)n2)ccc1N1CCCC1
-10.1	?	CC(=O)NCC(=O)OCc1ccc(COC(=O)CNC(C)=O)cc1
4.9	-14.1%	O=C(c1cccc(Cl)c1)N1CCN(c2cn[nH]c(=O)c2Cl)CC1

# Going on with the list.
LDHA inh	ALOX12 inh	canonical_smiles
5.7	39.8µM*	CC(NC(=O)c1ccc2c(c1)CCCC2)c1ccc(F)cc1F (stereo unspecified)
5.4	?	Nc1c(C(=O)c2ccc(F)cc2)sc2nc3c(cc12)CN(Cc1ccccc1)CC3
6.3	8.0%	C#CCOc1c(Cl)cc(/C=C(/C#N)C(=O)OCC)cc1OC
2.7	22.7%	O=C(NCC(=O)N1CCc2ccccc21)NCc1ccccc1
-6.4	4.5%	Cc1ccsc1C(=O)Nc1ccc2c(c1)CCC2
-0.1	4.9%	O=C(/C=C/c1cccc([N+](=O)[O-])c1)c1ccc(-c2ccccc2)cc1
5.9	31.3%	Cc1cc(C)c(C=Nc2cc([N+](=O)[O-])ccc2C)c(C)c1
-5.8	-14.0%	CC1=C(C)CC(C(=O)N2CCCc3cc(C)ccc32)C(C(=O)O)C1 (stereo unspecified)
10.4	?	C/C(=N/Nc1ccc(S(N)(=O)=O)cc1[N+](=O)[O-])c1cc(Cl)ccc1Cl
?	?	O=C(c1cc(-c2ccccc2)c(-c2ccccc2)s1)C(c1ccccc1)c1ccccc1
-5.2	-6.3%	CCNC(=O)NC(=O)CN1CCCCCCC1
7.5	-13.2%	O=C(CSc1nc(-c2ccccc2)cc(=O)[nH]1)Nc1oncc1-c1ccc(F)cc1
17.2	13.7%	CN(C)Cc1ccc(CNC(=O)CNC(=O)Nc2ccccc2)cc1
1.7	-4.9%	CC(=O)N1CCC(C(=O)N(C)CC(=O)Nc2ccccc2C(F)(F)F)CC1
9.2	?	O=C(O)c1cc(I)cc(I)c1
13.9	?	CSc1cccc(NS(=O)(=O)c2cc3[nH]c(=O)c(=O)[nH]c3cc2C)c1
-4.0	?	COC(=O)c1[nH]c2ccc(C)cc2c1NC(=O)c1ccccc1F
-36.8*	90.6%[activator]	O=C(Cc1c[nH]c2ccccc12)N1CCN(S(=O)(=O)c2cc(F)ccc2F)CC1
-0.4	25.0%	CCC1CCCCN1C(=O)CSc1nnc(-c2cc(OC)c(OC)c(OC)c2)o1 (stereo unspecified)
5.5	24.1%	O=C(NCCc1ccccc1F)C1C(=O)Nc2ccccc2C(=O)N1C1CCCCC1 (stereo unspecified)
4.6	4.4%	Cc1oc(-c2ccccc2)nc1CC(=O)N(C)c1ccccc1
5.1	?	O=C(NC1CCCCCCC1)c1ccncc1
?	-14.8%	CCC(=O)N(C)C(c1ccccc1)c1c[nH]c2ccccc12 (stereo unspecified)
9.9	-21.8%	C=CCn1c(SCCO)nc2c1c(=O)[nH]c(=O)n2C
1.6	?	COCCN1C(=O)C(=O)/C(=C(/O)c2ccc(OC)c(C)c2)C1c1ccc(OC)c(OC)c1 (stereo unspecified)

# Next section
LDHA inh	ALOX12 inh	canonical_smiles
4.1	?	Cc1cccc(-c2cc(C(=O)O)c3cccc(Cl)c3n2)c1
-0.6	24.1%	CC(C)NC(=O)NC(=O)COc1ccc(C(=O)c2ccc(F)cc2)cc1
5.3	?	O=C1CSc2ccc(C(=O)Nc3ccccc3)cc2N1
0.0	-6.6%	COc1ccc(C(=O)NC2CCCC2)c(OC)c1
0.5	-3.4%	Cn1c(COc2ccc(Cl)cc2)nnc1SCCn1cccn1
8.5	41.5%	CC(C)COCCCNC(=O)c1cc(-c2ccncc2)nc2ccccc12
-0.3	4.8%	CCN(CC)CC1CCN(CC(=O)OC)CC1
-3.9	9.6%	COC(=O)c1cccc(COc2ccc(Cl)cc2Cl)c1
7.6	32.4%[activator]	O=S(=O)(/N=C/c1cccs1)c1ccccc1
3.5	-7.3%	O=C(CCCSc1nc2ccccc2s1)NCCc1ccc(F)cc1
6.6	10.6%	O=C(CN1CCN(C(=O)c2cccnc2SC(F)F)CC1)Nc1ccccc1Cl
-3.7	?	O=C(Nc1ccc(F)c(Cl)c1)c1ccc2c(Cl)c3c(nc2c1)CCC3
14.0	-17.2%	Cc1ccc(C(=O)NCC(C)C)cc1
-1.4	0.2%	Cc1ccc(C(=O)Nc2ccc3c(c2)nc(CSc2nccc(C)n2)n3C)cc1
0.7	-4.6%	Cc1ccc2c(CC(=O)NCC34CC5CC(CC(C5)C3)C4)coc2c1
-1.1	?	O=C(/C=C/c1cccnc1)c1ccc2cccc3c2c1CC3
-5.5	1.8%	O=C(NC1CCCCC1)C1CCN(CCCc2nc3ccccc3o2)CC1
-4.7	13.9%	Cc1ccc(S(=O)(=O)NC2CC2)cc1C(=O)Nc1ccccc1C(=O)NC1CC1
3.4	?	Oc1ccc(-c2nc3cc(C(F)(F)F)ccc3s2)cc1
-2.8	?	COc1ccc(NC(=O)CSCc2ccc(Cl)cc2)c(OC)c1
-3.0	5.1%	COc1cc(-c2c(NC(=O)c3cccc([N+](=O)[O-])c3)oc3ccccc3c2=O)cc(OC)c1OC
-11.0	7.8%	COc1ccc(Oc2coc3cc(OCc4ccc(F)cc4)ccc3c2=O)cc1
7.7	-3.6%	CCOC(=O)c1ccc(NC(=O)CC(c2ccc(OC)c(OC)c2)N2Cc3ccccc3C2=O)cc1 (stereo unspecified)
5.0	31.6%	CN(CC(=O)NC(N)=O)Cc1ccc(F)c(F)c1
4.4	4.2%	COc1ccc(C2CCCCCN2C(=O)CSc2nnnn2C2CC2)cc1 (stereo unspecified)

# Some of these compounds in order of molecular weight, high to low.
LDHA inh	ALOX12 inh	canonical_smiles
-3.0	5.1%	COc1cc(-c2c(NC(=O)c3cccc([N+](=O)[O-])c3)oc3ccccc3c2=O)cc(OC)c1OC
-11.0	7.8%	COc1ccc(Oc2coc3cc(OCc4ccc(F)cc4)ccc3c2=O)cc1
14.0	-17.2%	Cc1ccc(C(=O)NCC(C)C)cc1

# Filtered by structure: the compounds so far containing a cyano group.
LDHA inh	ALOX12 inh	canonical_smiles
4.1	38.5%	N#C/C(=C/c1ccc(OC(F)F)cc1)c1ccc(C(F)(F)F)cn1
8.4	?	Cc1cc(C)c(NC(=O)CSC2=C(C#N)C(c3ccc(C)o3)C3=C(CCCC3=O)N2)c(C)c1 (stereo unspecified)
6.9	?	CC1(C)CC(=O)C2=C(C1)OC(N)=C(C#N)C2c1ccc(F)cc1 (stereo unspecified)
-0.6	?	Cc1ccc2nc(SCC(=O)Nc3sc4c(c3C#N)CCC4)[nH]c2c1
6.3	8.0%	C#CCOc1c(Cl)cc(/C=C(/C#N)C(=O)OCC)cc1OC

# Next part.
LDHA inh	ALOX12 inh	canonical_smiles
3.6	?	Cc1ccc2nc(C)c(C(=O)N3CCN(Cc4ccccc4F)CC3)cc2c1
-0.7	-0.2%	CCCNC(=O)NC(=O)CSc1nc2ccccc2c(=O)n1C(C)CC (stereo unspecified)
1.0	11.3%	CCOc1ccc(NS(=O)(=O)c2cc(-c3cnc(C)o3)ccc2C)cc1
0.7	-5.2%	Cc1ccc(C)c(Cn2c(C(C)NC(=O)c3ccco3)nc3ccccc32)c1 (stereo unspecified)
-10.0	11.8%	CC(=O)N1CCc2cc(C(=O)C(C)n3nnc(-c4ccc(F)cc4)n3)ccc21 (stereo unspecified)
-6.4	0.8%	COc1ccc(Br)c(C2Oc3nc(SC)nnc3-c3ccccc3N2C(C)=O)c1 (stereo unspecified)
-10.8	-0.2%	COc1ccc(C(=O)c2c(N)c(C(=O)Nc3ccccc3C)c3ccccn23)cc1
-1.9	4.8%	COC(=O)c1ccc(C(=O)NCc2ccc(OC)cc2)cc1
-1.0	-6.4%	N#CCCn1cc(C(=O)Nc2ccccc2)c(-c2cccs2)n1
